# Screening data from PubChem BioAssay.
# CIT2 TOR yeast: alters CIT2-GFP fluorescence in TOR pathway yeast screen. S. cerevisiae CIT2-GFP strain, flow cytometry, 3 h; 100 means same as DMSO wells. GFP response vs DMSO, % at 10 µM. 0.065% of 320,000 active. AID 2029;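 active = GFP response relative to DMSO above a set limit, near the screen mean plus 3 SD, cut at about 150% in these data; inconclusive = Fewer than 70 cells measured for a yeast strain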;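 note: ratio of well median GFP fluorescence to mean of DMSO wells on the plate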
# VLA-4 inh: inhibition in a human VLA-4 binding assay; P13612; VLA-4 expressing cells, ligand binding flow cytometry; inhibition, % (about 7 µM as worked out from the volumes in the protocol); 0.2% of 330,000 active; AID 2557; in the data active = inhibition above about 50%
# BCLXL inh: blocks human Bcl-xL binding to Bim BH3 peptide. 0.7% of 320,000 active. Q07817. inhibition, % at 10.9 µM. GST-Bcl-xL / FITC-Bim BH3 peptide fluorescence polarization;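 active = inhibition above the mean of all tested compounds plus 3 SD, cutoff set per campaign, cut at about 30% in these data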;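 note: 0% = DMSO wells and 100% = unlabeled Bim-BH3 peptide competitor; inhibitors lower millipolarization by displacing the labeled peptide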
# Fam108B inh: counter-screen for RBBP9 inhibitors: inhibitors of mouse Fam108B; AID 1947; recombinant Fam108B, FP-Rh probe fluorescence polarization; inhibition, % at 9.51 µM; 0.33% of 300,000 active;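 active = inhibition above the screen mean inhibition plus 3 SD, computed separately per campaign, cut at about 18% in these data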;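 note: inhibitors lower polarization as less probe binds the enzyme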
# GRK2 aptamer HTS: inhibitors of human GRK2 displacing RNA aptamer; inhibition of aptamer binding, % at 10 µM; bead flow cytometry, FAM-aptamer displacement from GRK2; 0.59% of 330,000 active; AID 488847;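 active = inhibition of aptamer binding above 40%, roughly 3 SD of noise, on plates passing a quality check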;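 note: median bead fluorescence of bound FAM aptamer so fluorescent compounds give negative values; no value below 0 was filed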
# Target sequence (P25098 whole entry, looked up): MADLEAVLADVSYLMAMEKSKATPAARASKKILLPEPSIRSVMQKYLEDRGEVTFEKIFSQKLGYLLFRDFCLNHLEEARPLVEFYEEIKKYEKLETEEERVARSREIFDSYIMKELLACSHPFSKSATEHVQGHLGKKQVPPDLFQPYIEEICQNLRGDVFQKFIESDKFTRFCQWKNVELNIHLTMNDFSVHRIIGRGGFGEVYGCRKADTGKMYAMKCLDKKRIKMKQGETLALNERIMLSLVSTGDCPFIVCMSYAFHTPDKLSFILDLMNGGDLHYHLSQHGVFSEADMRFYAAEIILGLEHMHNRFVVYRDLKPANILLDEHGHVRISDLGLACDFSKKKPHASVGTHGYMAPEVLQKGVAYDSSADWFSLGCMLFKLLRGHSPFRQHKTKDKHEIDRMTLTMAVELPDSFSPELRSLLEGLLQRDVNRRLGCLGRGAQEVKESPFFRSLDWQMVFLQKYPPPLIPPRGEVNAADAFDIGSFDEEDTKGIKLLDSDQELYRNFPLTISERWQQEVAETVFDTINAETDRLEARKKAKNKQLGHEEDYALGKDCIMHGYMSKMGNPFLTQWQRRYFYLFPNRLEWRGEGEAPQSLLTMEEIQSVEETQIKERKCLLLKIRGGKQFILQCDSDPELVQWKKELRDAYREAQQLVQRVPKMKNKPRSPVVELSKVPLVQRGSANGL
# MEX-5 binding: C. elegans MEX-5 TCR-2 RNA binding activity | MEX-5/FITC-TCR2 RNA binding, fluorescence polarization; active compounds read low | 0.38% of 300,000 active | AID 1832 | Q9XUB2 | activity score (negative = inhibition of binding), % at 10 µM;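 active = inhibition past about -25% in most replicates, and total fluorescence under double the plate's negative control median, limit read from the data; inconclusive = replicates evenly split on the limit, or fluorescence at least double controls; inactive = too little inhibition in most replicates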;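 note: 0% = DMSO and -100% = 5 µM competing unlabeled TCR2 RNA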
# MCL1 BIM primary: inhibitors of human MCL1 binding to BIM-BH3 peptide. GST-MCL1 / FITC-Bim-BH3 fluorescence polarization. Q07820. inhibition, % at 10.9 µM. 0.68% of 320,000 active;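 active = inhibition above the mean inhibition of all tested compounds plus 3 SD, set per campaign, cut at about 40% in these data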;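 note: 0% = DMSO wells and 100% = unlabeled Bim-BH3 peptide control; higher means more loss of mP so more displacement of Bim peptide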
# Target sequence (Q07820 whole entry, looked up): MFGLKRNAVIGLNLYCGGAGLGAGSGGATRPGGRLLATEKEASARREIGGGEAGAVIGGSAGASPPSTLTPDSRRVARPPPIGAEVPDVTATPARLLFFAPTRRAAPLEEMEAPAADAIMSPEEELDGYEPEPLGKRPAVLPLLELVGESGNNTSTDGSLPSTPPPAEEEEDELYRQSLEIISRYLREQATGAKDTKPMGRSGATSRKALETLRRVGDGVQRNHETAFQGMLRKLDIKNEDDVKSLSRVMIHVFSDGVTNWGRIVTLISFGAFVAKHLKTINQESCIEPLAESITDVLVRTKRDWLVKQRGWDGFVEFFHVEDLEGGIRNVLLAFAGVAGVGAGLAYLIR
# GLD-1 RNA inh: GLD-1-TGE RNA interaction inhibition (C. elegans); Q17339; purified GLD-1 + fluorescein TGE RNA, fluorescence polarization; inhibition, % at 5.96 µM; 0.44% of 320,000 active;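 active = percent inhibition above a per-plate cutoff, the plate mean of test compounds plus 3 SD, cut at about 30% in these data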;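 note: 0% = DMSO wells with GLD-1 and probe and 100% = wells lacking GLD-1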
# AGP1 TOR yeast: modulators of TOR pathway AGP1-GFP in S. cerevisiae; S. cerevisiae AGP1-GFP multiplex flow cytometry, 3 h; GFP as percent of DMSO wells; GFP response vs DMSO, % at 10 µM; 0.02% of 320,000 active; AID 2066;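 active = GFP response relative to DMSO above a set limit, near screen average plus 3 SD, cut at about 150% in these data; inconclusive = fewer than 70 cells counted for the yeast strain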;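 note: median GFP channel fluorescence of the gated AGP1 strain per well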
# The depositor's hits bear a star; ? = inconclusive; nt = no result given.
compound	CIT2 TOR yeast	VLA-4 inh	BCLXL inh	Fam108B inh	GRK2 aptamer HTS	MEX-5 binding	MCL1 BIM primary	GLD-1 RNA inh	AGP1 TOR yeast
C/C(=C/CCC(C)[C@H]1CC[C@@]2(C)C3=C(CC[C@]12C)[C@@]1(C)CCC(=O)C(C)(C)[C@@H]1CC3)C(=O)O (some centres undefined)	82	7	3	-1	4	2.2	-2	-2	83
Cc1ccc(CNC(=O)C2CCCN(Cc3cnn(-c4ccccc4)c3-n3cccc3)C2)cc1 (centres undefined)	102	1	3	-2	5	1.6	0	6	106
COc1ccc(-c2cc3nc(-c4ccccc4)cc(N4CCCC(O)C4)n3n2)cc1 (centres undefined)	91	3	3	-7	5	-4.4	7	-3	87
Cc1cc(C)c2nc(N3CCCC(C(=O)N4CCN(c5ncccn5)CC4)C3)sc2c1 (centres undefined)	93	-1	5	5	2	0.4	-5	3	100
CC1CCCN(C(=O)CSc2nnc(-c3ccc(S(=O)(=O)N4CCOCC4)cc3)n2C)C1 (centres undefined)	100	9	3	-4	0	0.9	-3	-4	99
COC(=O)CN(C)C(=O)c1ccc(OC2CCN(S(=O)(=O)N(C)C)CC2)cc1	98	3	0	5	0	-0.1	0	-8	98
CCOC(=O)CNC(=O)c1ccccc1	100	5	3	-4	1	0.8	-6	8	97
Cc1ccc(S(=O)(=O)CCc2nc3ccccc3n2CCC#N)cc1	103	2	-2	-6	3	-0.2	2	6	101
Cc1ccc(NS(=O)(=O)c2ccc(NC(=O)C3CC3)cc2)c(C)c1	105	-12	8	5	1	1.4	1	10	104
O=C(NCCc1ccccn1)C1CC(=O)N(Cc2ccccc2Cl)C1 (centres undefined)	108	-33	2	3	0	-2.0	3	-1	103
Fc1ccc(-n2c(Cc3ccccc3)nnc2SCc2nc(-c3ccc(Cl)cc3)no2)cc1	97	-6	-5	-3	1	0.8	-7	10	102
O=C(CC1SC(=Nc2ccccc2)N(CCc2c[nH]c3ccccc23)C1=O)Nc1ccccc1F (centres undefined)	101	-1	-2	0	2	0.9	-18	4	97
CCC(C)(C)NC(=O)CN(C(=O)c1snc(C(N)=O)c1N)c1ccc2c(c1)OCO2	103	16	-5	0	3	1.6	-6	4	101
CC(C)CCNC(=O)C(CC(C)C)N(Cc1ccc2c(c1)OCO2)C(=O)c1snc(C(N)=O)c1N (centres undefined)	105	-3	-2	3	0	-1.6	4	-2	103
O=C(NCc1ccc(F)cc1)c1noc2c1CCCC2	96	7	20	-2	0	0.0	10	16	106
Cc1ccc(C(=O)N2CCC3(CC2)Oc2ccc(F)cc2C(=O)C32CC(c3ccccc3)=NO2)s1 (centres undefined)	68	21	4	-4	1	-1.2	-2	10	83
CCN(CC)S(=O)(=O)c1ccc(S(=O)(=O)NCc2cccs2)cc1	102	-4	-4	3	3	-0.4	1	-2	95
O=C(CCN1CCN(c2ccccc2)CC1)Nc1nccs1	nt	12	3	2	0	0.4	1	-3	101
CC(C)(C)C1CCc2sc(-c3nnc(CCl)o3)cc2C1 (centres undefined)	102	20	1	2	5	0.7	-1	3	64
Cc1cc(NC(=O)c2ccc(Cl)cc2)no1	105	-6	3	-2	71*	2.8	-2	7	115

# Further records:
compound	CIT2 TOR yeast	VLA-4 inh	BCLXL inh	Fam108B inh	GRK2 aptamer HTS	MEX-5 binding	MCL1 BIM primary	GLD-1 RNA inh	AGP1 TOR yeast
CCOC(=O)c1c(C)nc2sccn12	106	3	1	2	1	1.4	1	1	109
Cc1ccc2nc(C)cc(N/N=C/c3cccnc3)c2c1	99	-14	2	7	0	1.5	4	8	97
CCCCC[C@H](O)/C=C/[C@@H]1[C@@H](C/C=C\CCCC(=O)O)[C@@H](O)C[C@H]1O	89	1	11	2	0	1.9	1	1	95
COc1cc(OC)c(C(=O)OCC(=O)c2cc(C)n(CC3CCCO3)c2C)cc1OC (centres undefined)	106	-4	6	-3	2	-2.3	9	-6	105
Cc1ccccc1CC(=O)N1CCCC(CCC(=O)N2CCN(c3ccccn3)CC2)C1 (centres undefined)	?	9	4	0	1	-0.8	3	-2	?
O=c1[nH]c(/C=C\c2cccc(Cl)c2)nc(O)c1[N+](=O)[O-]	101	-3	7	-3	10	1.9	7	-6	106
O=C(CNc1ccccc1)N/N=C/c1ccc([N+](=O)[O-])cc1	102	62*	-3	9	0	1.5	-1	1	106
CCOC(=O)[C@@H]1[C@H]2COc3cc(OC)ccc3[C@@H]2N2C(=O)N(c3ccc(C)cc3)C(=O)[C@@]12C	71	21	1	0	2	1.8	0	2	84
CCS(=O)(=O)N1CCN(c2c(Cl)cccc2[N+](=O)[O-])CC1	98	-2	5	-5	1	-2.2	0	-4	100
COc1ccc(Br)cc1CN1CCCCCCC1	98	6	-1	0	1	-2.6	2	1	102
Nc1ccc[n+](CC(=O)c2ccccc2)c1	107	0	17	3	2	-6.3	28	19	106
CCOc1ccc(-c2cc(C(=O)N3CCN(C)CC3)c3ccccc3n2)cc1	90	-8	6	-4	0	-3.2	7	0	100
CCOc1ccc(NC(=O)C(C)Sc2nnnn2C)cc1 (centres undefined)	101	9	6	3	3	2.9	8	5	97
CCOC(=O)Cc1cnc(NC(=O)NC(C(=O)OCC)(c2ccccc2)C(F)(F)F)s1 (centres undefined)	103	-6	2	-3	0	-1.3	4	4	105
CCN(CC)S(=O)(=O)c1ccc(C)c(NS(=O)(=O)c2cc(/C=C/C(=O)O)cc(OC)c2OC)c1	102	1	10	1	8	0.0	6	-2	99
Cn1c(C(=O)NC2CC2)cc2c(=O)n(C)c3ccccc3c21	112	-14	4	-1	0	1.7	3	-2	109
C=CCc1cccc2cc(C(=O)Nc3cccc(C(=O)O)c3)c(=O)oc12	96	1	-1	0	0	-3.6	38	-4	99
Cc1[nH]c2ccccc2c1/C=C(\C#N)C(=O)NCc1ccccc1	101	-64	-30	-1	0	6.7	-68	-18	100
COCCn1c(C)cc(C(=O)COC(=O)c2ccccc2Br)c1C	86	-1	7	-2	1	2.2	9	4	97
CCOC(=O)c1ccc(NC(=O)CCOc2ccc(OC)cc2)cc1	102	3	-1	-6	5	2.2	-2	9	100

# Remaining list, next part:
compound	CIT2 TOR yeast	VLA-4 inh	BCLXL inh	Fam108B inh	GRK2 aptamer HTS	MEX-5 binding	MCL1 BIM primary	GLD-1 RNA inh	AGP1 TOR yeast
O=C(NC1CCSc2ccccc21)c1cc(S(=O)(=O)N2CCOCC2)ccc1Cl (centres undefined)	103	-5	-14	0	1	3.1	-14	7	97
O=C(CNC(=O)c1ccco1)OCC(=O)c1ccccc1Cl	101	23	0	-1	5	-0.7	5	2	97
COc1cccc(CNC(=O)C2CCCN(S(=O)(=O)c3c(C)noc3/C=C/N(C)C)C2)c1 (centres undefined)	82	6	-13	0	2	-3.4	-15	-12	73
Cc1ccc(CCNC(=O)CCc2nc3ccccc3[nH]2)cc1	97	-14	-1	-8	0	-1.9	6	-6	100
O=C(Cn1nnc2ccccc21)c1ccc([N+](=O)[O-])cc1	99	2	2	2	0	-2.4	-2	-4	109
O=C(Cc1cccs1)N1CCN(c2ccccn2)CC1	96	2	9	3	1	0.1	6	1	96
CN(CC(=O)NCC1CCCCC1)CC(=O)Nc1ccccc1Br	93	-6	-2	nt	0	nt	-1	2	89
COc1ccc(OC)c(NC(=O)CC2C(=O)NCCN2C(=O)c2ccccc2)c1 (centres undefined)	102	9	2	-5	0	0.0	2	0	101
O=[N+]([O-])c1cc(F)c2cccnc2c1O	103	6	-1	1	2	-2.3	-6	-1	115
CCN(C(=O)CN1CCCCCC1)c1c(N)n(Cc2ccccc2)c(=O)[nH]c1=O	108	-13	nt	nt	0	nt	nt	3	94
O=C(Nc1ccccc1N1CCN(C(=O)c2ccccc2)CC1)c1ccc(Cl)cc1	97	-6	2	7	4	0.3	7	-5	102
C[C@H](NC(=O)Cc1ccccc1)C(=O)N1CCC2(CC1)NCCc1[nH]cnc12	94	2	2	1	0	-1.1	5	-3	92
CC(=O)c1cccc(NC(=O)c2sc3nc4n(c(=O)c3c2C)CCCC4)c1	101	-109	2	2	1	1.5	3	-1	96
CCc1ccc(C(=O)COC(=O)C(Cc2ccccc2)NC(=O)C2CCC(C)CC2)cc1 (centres undefined)	101	-7	4	-4	0	-0.6	0	8	105
CCOc1cc(NC(=O)c2cccs2)c(OCC)cc1NC(=O)c1ccco1	101	8	1	-10	1	2.9	2	1	91
Cc1cccc(C)c1NC(=O)CN(C)C(=O)[C@H](C)NC(=O)c1ccco1	99	2	1	nt	0	nt	-3	2	98
O=C(NC(Cc1c[nH]c2ccccc12)C(=O)Nc1ccc(F)cc1)c1cccs1 (centres undefined)	107	0	1	1	0	0.6	-3	11	113
CCOC(=O)N1CCN(CCC(=O)Nc2ccc(Br)cc2)CC1	nt	-2	4	-2	0	-1.4	2	7	96
CCOC(=O)CCCNC(=O)CN1C(=O)NC(CCc2ccccc2)C1=O (centres undefined)	103	-2	2	-1	3	-0.8	1	2	104
COc1ccc(-c2noc(C(=O)NCc3ccccc3Cl)n2)cc1OC	102	-22	-1	0	4	1.0	-6	3	96

# Following part
compound	CIT2 TOR yeast	VLA-4 inh	BCLXL inh	Fam108B inh	GRK2 aptamer HTS	MEX-5 binding	MCL1 BIM primary	GLD-1 RNA inh	AGP1 TOR yeast
Cc1ccc2nc(SCC(=O)Nc3cccnc3Cl)[nH]c2c1	104	8	2	nt	2	nt	-1	2	100
CCN(CCS(=O)(=O)c1ccc(Cl)cc1)Cc1nc2ccccc2c(=O)[nH]1	113	4	nt	nt	2	nt	nt	0	114
CCOc1ccc(NC(=O)CCC(=O)NNC(=O)Nc2cccc(Cl)c2)cc1	96	45	-2	3	0	-1.2	0	4	96
COc1nc(N)nc(N)c1NS(=O)(=O)c1ccc(C)cc1	102	10	-4	1	1	-1.6	-1	2	101
Cc1ccccc1NC(=O)c1sc2nc3c(c(-c4ccco4)c2c1N)CCC3	99	-5	7	1	1	3.7	1	14	98
CCCN(CCC)C(=O)Cn1c(=O)n(CCCCC(=O)NCc2ccco2)c(=O)c2ccccc21	96	41	-5	6	2	-2.4	-7	-11	104
CCOc1ccccc1CNC(=O)C(C)n1nc(C)c2c(C)n(-c3ccccc3)nc2c1=O (centres undefined)	97	4	1	-1	4	-0.8	3	0	100
S=C(Nc1ccc2cn[nH]c2c1)Nc1ccccc1Cl	96	7	4	5	8	-1.1	4	5	98
COc1ccc(-c2ccc3c(c2)c(C#Cc2ccsc2)c(-c2cc(OC)cc(OC)c2)n3C)cc1	79	11	nt	nt	0	nt	nt	-30	88
Cc1noc(C)c1C(=O)OC(C(=O)NC1CCCC1)c1ccc(F)cc1 (centres undefined)	96	-7	0	0	1	0.1	7	10	95
CCCCNC(=O)Nc1ccccn1	103	4	2	4	0	-0.1	-1	-7	103
O=S(=O)(c1ccc(N2CCN(Cc3ccc4c(c3)OCO4)CC2)nc1)N1CCOCC1	92	14	3	-1	0	-0.5	4	-2	98
CC1CCN(S(=O)(=O)c2ccc(NC(=O)Cc3cccs3)cc2)CC1	100	10	-2	0	1	0.7	-3	-7	99
CC(C)c1ccc(NC(=O)c2cc([N+](=O)[O-])ccc2N2CCOCC2)cc1	97	1	-9	-1	6	3.7	-15	6	97
Cn1nc(C(C)(C)C)c(NC(=O)c2cccs2)c1C(C)(C)C	90	-1	3	-2	0	-1.3	6	5	83
O=C(O)c1cccc(Cn2c(Cl)c(/C=N/NC(=O)c3ccc(O)cc3)sc2=O)c1	102	-11	7	0	2	2.9	4	7	106
